# MazEF act: activators of E. coli MazEF toxin-antitoxin RNase, primary screen, biochemical, fluorescence, uHTS. activation, % at 20 µM. 350,000 tested, 0.32% active. FAM/BHQ RNA-DNA oligo cleavage fluorescence, 5 h; in the data active = activation above about 50%
# Target sequence (P0AE70 whole entry, looked up): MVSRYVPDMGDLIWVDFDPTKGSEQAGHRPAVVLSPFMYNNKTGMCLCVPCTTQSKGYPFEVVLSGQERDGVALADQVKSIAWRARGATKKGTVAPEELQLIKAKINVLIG
# CCHF vOTU inh: CCHFV vOTU protease inhibitors, primary screen, biochemical, Pep-AMC substrate, fluorescence | AID 651958, 2012 | Crimean-Congo hemorrhagic fever virus L polyprotein viral ovarian tumor (vOTU) protease … | 370,000 tested, 0.55% active | inhibition, % at 11.5 µM; in the data active = inhibition above about 30%; note: 0% = vehicle wells with enzyme and 100% = no enzyme wells
# BoNT-F LC inh: BoNT/F light chain protease inhibitors, primary screen, biochemical, flow cytometry, MLPCN library. Botulinum neurotoxin type F light chain protease (Clostridium botulinum). Multiplex microsphere protease cleavage assay. inhibition, % at 10 µM. 360,000 tested, 0.22% active. AID 588497, 2011; in the data active = inhibition above about 35%, passing the limit was not always enough; inconclusive = no clear call, values can overlap the other calls; note: plate controls were buffer without enzyme for full effect and enzyme alone for no effect
# SARS 3CLpro inh: SARS-CoV 3CLpro protease inhibitors, primary screen, biochemical, quenched FRET. 290,000 tested, 0.14% active. inhibition, % at 6 µM. recombinant SARS-CoV 3CLpro, quenched FRET peptide cleavage; in the data active = inhibition above about 12%
# PrPC surface inh: inhibitors of human cell surface prion protein PrPC, primary screen, cell-based, TR-FRET; TR-FRET read-out; inhibition, % at 13.8 µM; 370,000 tested, 0.43% active; AID 720596, 2013; in the data active = inhibition above about 24%; note: 0% = median of the test wells and 100% = reference compound wells
# PriA SSB inh: inhibitors of Klebsiella pneumoniae PriA binding to SSB C-terminal tail, primary screen, biochemical, AlphaScreen; 430,000 tested, 0.6% active; AlphaScreen SSBct-PriA binding, biotinylated peptide; PriA–SSB C-terminal tail interaction (Klebsiella pneumoniae); inhibition, % at 33 µM; in the data active = inhibition mostly above about 37%, no sharp cut-off; inactive = mostly below about 20%;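 note: plate controls were negative control peptide for no effect and reference peptide for full effect; strong numbers were not always called active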
# BoNT A protease: BoNT/A light chain protease inhibitors, primary screen, biochemical, flow cytometry, MLPCN library | Botulinum neurotoxin type A light chain protease (Clostridium botulinum A str. ATCC 3502) | multiplex microsphere protease substrate cleavage | inhibition, % at 10 µM | 360,000 tested, 0.17% active | AID 588499, 2011; note: plate controls were buffer without enzyme for full effect and enzyme alone for no effect
# Rv3671c protease: Rv3671c serine protease inhibitors, primary screen, biochemical, fluorescence polarization, M. tuberculosis H37Rv. P9WHR9. inhibition, % at 5.96 µM. 320,000 tested, 0.048% active; in the data active = inhibition above about 38%;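 note: extracellular domain of Rv3671c used as enzyme; 0% = enzyme with DMSO and 100% = no enzyme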
# Target sequence (P9WHR9 whole entry, looked up, the tested form may be a part): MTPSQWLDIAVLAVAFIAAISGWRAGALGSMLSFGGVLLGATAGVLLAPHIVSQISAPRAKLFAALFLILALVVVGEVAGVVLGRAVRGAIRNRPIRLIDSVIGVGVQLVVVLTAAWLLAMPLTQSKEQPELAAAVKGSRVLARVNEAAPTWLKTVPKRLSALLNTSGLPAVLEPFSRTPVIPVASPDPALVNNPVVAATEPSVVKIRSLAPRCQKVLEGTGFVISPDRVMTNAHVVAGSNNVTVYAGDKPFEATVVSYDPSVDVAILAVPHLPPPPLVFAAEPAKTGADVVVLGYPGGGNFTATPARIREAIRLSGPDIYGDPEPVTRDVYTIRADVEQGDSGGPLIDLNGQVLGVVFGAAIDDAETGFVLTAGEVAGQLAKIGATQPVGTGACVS
# Anthrax LF prot: Bacillus anthracis LF protease inhibitors, primary screen, biochemical, multiplex microsphere, MLPCN library | Lethal factor (Bacillus anthracis), P15917 | multiplex microsphere protease cleavage assay | inhibition, % at 10 µM | 360,000 tested, 0.12% active; note: plate controls were buffer without enzyme for full effect and enzyme alone for no effect
# VHR inh abs: VHR1 phosphatase inhibitors, primary screen, biochemical, absorbance, uHTS; Dual specificity protein phosphatase 3 (Homo sapiens), P51452; recombinant VHR phosphatase, pNPP absorbance; inhibition, % at 13.3 µM; 290,000 tested, 0.52% active; AID 1654, 2009; in the data active = inhibition above about 50%; note: some compounds called inactive have numbers as strong as hits
# Target sequence (P51452 whole entry, looked up): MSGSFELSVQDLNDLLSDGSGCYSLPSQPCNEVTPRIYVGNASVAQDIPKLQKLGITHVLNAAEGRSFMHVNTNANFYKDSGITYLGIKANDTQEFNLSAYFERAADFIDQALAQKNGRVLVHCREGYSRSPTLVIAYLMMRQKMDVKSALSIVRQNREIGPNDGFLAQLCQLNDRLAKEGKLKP
# Active calls of the source: *; ? = inconclusive; . = not tested or not shown; & = joins results of further samples. Cut-off read from the data, not from the text of the source, unless noted: active = inhibition above about 30%; inconclusive = no clear call, values can overlap the other calls; inactive = below that. Not all compounds are listed; count on the stated rates, not on these rows.
SMILES,MazEF act,CCHF vOTU inh,BoNT-F LC inh,SARS 3CLpro inh,PrPC surface inh,PriA SSB inh,BoNT A protease,Rv3671c protease,Anthrax LF prot,VHR inh abs
Cc1cc(C)cc(-n2nc(C)cc2N)c1,6,-2,0,-4,-4,6,?,0,0,4
COc1cccc(/C=N/NC(=O)c2ccc(=O)n(C)c2)c1O,1,17,-4,-7,-4,.,-0.5,3,-1,-7
CCN(CC)S(=O)(=O)c1cccc(C(=O)Nc2cc3oc4ccccc4c3cc2OC)c1,-2,12,-17,-1,-4,-11,-3.8,-3,-11,-10
CCCc1cc(=O)[nH]c(SCC(=O)OCc2ccccc2)n1,-1,4,-3,1,-1,-10,0.0,0,-12,10
CCN(CC)c1nc(Oc2ccc(C(=O)NN)cc2)nc(Oc2ccc(C(=O)NN)cc2)n1,7,-5,?,-1,1,-8,0.6,.,-15,14
CCOc1ccccc1CN1CCNC(=O)C1CC(=O)NCc1nc(C)cs1 (centres undefined),-5,19,-11,-3,-3,6,-1.7,.,0,6
CCOC(=O)c1cn(-c2ccccc2)nc1-c1cccnc1,-7,-3,-8,0,-6,-13,0.8,0,3,9
CCSc1nc2c(cnn2-c2ccc(C)c(C)c2)c(=O)[nH]1,4,8,2,1,-3,-9,-0.3,-3,-9,-9
OC(COCC1COc2ccccc2O1)CN1CCN(c2ccc(F)cc2)CC1 (centres undefined),-6,2,-2,-3,-8,3,-0.5,-4,-2,-6
O=C(Nc1cccc(F)c1)/C(=C\c1ccco1)NC(=O)c1ccco1,-8,10,-1,-4,2,-3,0.5,2,-3,6
Cc1c(C(=O)NC(C)C)sc2ncn(CC(=O)N3CCC(C)CC3)c(=O)c12,5,3,2,3,4,7,2.3,0,-8,13
CC(OC(=O)c1cccnc1)C(=O)Nc1ccc2c(c1)OCO2 (centres undefined),7,3,-12,2,13,-8,1.2,-4,-9,9
Cc1cc(C(=O)OCC(=O)c2ccc3c(c2)NC(=O)CO3)c2ccccc2n1,-1,-4,17,1,0,9,?,-19,-22,40
CC(=O)Nc1ccc(Nc2nnc(-c3ccc(C)c(S(N)(=O)=O)c3)c3ccccc23)cc1,-8,13,-19,-4,-19,1,-0.4,-1,1,.
Cc1cccc(N2CCN(c3ccc(NC(=O)/C=C(/C(=O)O)c4ccccc4)cc3)CC2)c1,6,16,-48,6,-1,19,1.2,3,-6,17
Cc1ccc(NS(=O)(=O)c2cc(C(=O)O)ccc2Cl)cc1,3,5,1,-2,-3,-16,0.4,5,0,10
CC(=O)C1(O)C(C)CC2C3CCC4CC(O)CCC4(C)C3=CCC21C (centres undefined),2,10,0,3,-5,-4,0.3,0,-4,19
CCCn1ncc(CN2CCN(Cc3ccc(C)o3)C(CCO)C2)c1C (centres undefined),10,-3,-5,-3,-8,-6,0.6,8,-3,23
CS(=O)(=O)N(Cc1ccccc1)c1ccc(C(=O)Nc2ccccc2Sc2ccccc2)cc1,2,0,-1,5,-2,-12,0.1,-26,-1,-9
O=C(Nc1cccc(S(=O)(=O)N2CCCCC2)c1)c1cc(=O)[nH]c2ccccc12,9,10,-14,.,-6,-14,-1.4,-2,3,.
CC(C)NC(=O)Nc1n[nH]c(Nc2ccc(Cl)cc2)n1,-8,8,11,-6,6,-2,2.4,-2,?,-15
Cc1cc(NC(=O)Cc2ccsc2)ccc1Br,7,1,-17,4,7,3,-2.0,-4,-10,9
COc1cccc(N2C(=O)CC(N3CCc4ccccc4C3)C2=O)c1 (centres undefined),7,-12,?,-3,3,-12,?,2,-13,18
O=C(CN1C(=O)NC2(CCc3ccccc32)C1=O)NCC(=O)Nc1ccc(F)cc1 (centres undefined),-3,11,-8,.,14,7,-0.3,3,-4,.

# A different layout for part of the listing above.
# Value order: MazEF act	CCHF vOTU inh	BoNT-F LC inh	SARS 3CLpro inh	PrPC surface inh	PriA SSB inh	BoNT A protease	Rv3671c protease	Anthrax LF prot	VHR inh abs
Cc1cc(C(=O)OCC(=O)c2ccc3c(c2)NC(=O)CO3)c2ccccc2n1
    -1	-4	17	1	0	9	?	-19	-22	40
CC(=O)Nc1ccc(Nc2nnc(-c3ccc(C)c(S(N)(=O)=O)c3)c3ccccc23)cc1
    -8	13	-19	-4	-19	1	-0.4	-1	1	.
Cc1cccc(N2CCN(c3ccc(NC(=O)/C=C(/C(=O)O)c4ccccc4)cc3)CC2)c1
    6	16	-48	6	-1	19	1.2	3	-6	17
Cc1ccc(NS(=O)(=O)c2cc(C(=O)O)ccc2Cl)cc1
    3	5	1	-2	-3	-16	0.4	5	0	10
CC(=O)C1(O)C(C)CC2C3CCC4CC(O)CCC4(C)C3=CCC21C (centres undefined)
    2	10	0	3	-5	-4	0.3	0	-4	19
CCCn1ncc(CN2CCN(Cc3ccc(C)o3)C(CCO)C2)c1C (centres undefined)
    10	-3	-5	-3	-8	-6	0.6	8	-3	23

# Remaining list, next part.
SMILES,MazEF act,CCHF vOTU inh,BoNT-F LC inh,SARS 3CLpro inh,PrPC surface inh,PriA SSB inh,BoNT A protease,Rv3671c protease,Anthrax LF prot,VHR inh abs
CCc1nc2c(OCc3c(C)noc3C)cccn2c1N(C=O)Cc1ccccc1,.,-6,-1,.,-4,.,-0.3,.,0,.
c1cncc(-c2noc(CC3CCCCC3)n2)c1,-1,3,-5,1,2,4,0.1,10,3,9
CS(=O)(=O)c1ccccc1C(=O)N(CCc1ccccc1)Cc1ccccc1,-3,-12,2,3,-1,-12,-0.1,-4,-2,-6
Cn1nnnc1SCC(=O)N1N=C(c2cccs2)CC1c1cccs1 (centres undefined),3,-7,-5,.,-4,2,0.0,10,-6,.
CC(C)CN(CC(C)C)C(=O)C12CCC(C)(C(=O)O1)C2(C)C (centres undefined),1,20,0,7,-2,6&-4,0.3,6,1,3
COc1ccc(OCc2cc(C(=O)NC(C)Cc3ccccn3)no2)c(Cl)c1 (centres undefined),-16,6,-4,5,7,-5,-0.4,-9,0,15
O=[N+]([O-])c1ccc(N2CCCCC2)cc1NCCOc1ccccc1,0,7,1,4,4,-16,-0.2,12,-4,1
CCCCc1nnc(NC(=O)c2ccccc2OCc2c(C)noc2C)s1,0,4,11,.,-7,-6,-0.4,0,0,.
Cn1c(O)c(C(=Nc2ccccc2)SCc2ccc(Cl)cc2)c(=O)n(C)c1=O,-4,16,?,2,7,-14,1.5,1,-4,23
COc1ccc(OS(=O)(=O)c2ccc(N3C(=O)CCC3=O)cc2)cc1,2,-12,-5,0,4,2,0.0,-11,-17,20
CCOCC(=O)Nc1cc(S(=O)(=O)N2CCOCC2)ccc1N1CCCCC1,7,11,2,-3,7,7,3.6,-10,1,-6
Cc1ccc(C(=O)Nc2nc(-c3ccccn3)cs2)s1,9,29,-8,.,20,47*,-0.1,-8,2,.
Cc1ccc(C)c(OCc2cc(C(=O)NC(c3ccccn3)C(F)(F)F)no2)c1 (centres undefined),6,16,-12,5,10,-31,0.8,-5,-1,-3
CCCCCC(=O)N1CC2(CC(c3cccc(NC(=O)[C@@H]4CCC(=O)N4)c3)=NO2)C[C@@H]1C(N)=O (some centres undefined),9,-2,2,.,-1,1,0.0,12,5,11
O=C(Nc1cccc(-c2cn3ccccc3n2)c1)C1CC1,5,-18,-12,-4,4,-5,-2.6,-2,-9,-1
CCn1c(=O)cc(OCC(=O)NCc2ccc(C)o2)c2ccccc21,2,-5,9,-3,-3,2,2.0,-2,-1,2
CC(/C=C1\SC(=S)N(CCC(=O)Nc2ccc(O)cc2)C1=O)=C\c1ccccc1,0,21,2,0,0,6,3.2,-42,0,-9
CCCc1nc2oc3c(NCC(C)O)ncnc3c2c2c1CCCC2 (centres undefined),12,5,1,8,-4,0,-0.6,-1,2,26
CCC(C(=O)NC1CCCCCC1)n1nc(C)c2c(C)n(-c3ccccc3)nc2c1=O (centres undefined),6,6,0,-4,0,-3,0.2,-1,-3,27
Cc1ccc(NC(=O)CN(C)C(=O)c2nn(C)c(=O)c3ccccc23)cc1,2,9,4,0,10,-9,0.4,-7,4,13
CCOC(=O)CS(=O)(=O)c1ccccc1,1,4,-2,-3,-3,8,-0.5,-1,-2,30
Clc1ccc(OCCOCCNCc2ccccc2)cc1Cl,11,-9,?,0,-15,-11,-1.8,3,11,18
O=C(NCCCn1ccnc1)c1ccc(Br)o1,5,1,-2,2,5,-4,0.3,1,1,-4
COc1ccc(Cl)cc1NC(=O)Cn1nnc(C(=O)NCCc2ccc(OC)c(OC)c2)c1N,9,10,.,2,5,-16,.,-1,.,8
CCOC(=O)C1CCN(Cc2ccc(OC)c(C)c2OC)CC1,-2,-1,0,-3,-2,-7,-0.8,5,2,-14
O=C(CSc1nc2ccccc2s1)CSc1nc2ccccc2s1,-22,-3,-3,-1,-5,-5,0.7,-1,1,11
Cc1cc2nncn2c(Cc2ccccc2)n1,-1,10,1,3,-7,2,0.4,-7,2,2
Cc1ccc(NS(=O)(=O)c2ccc(-c3cnc(C4CC4)o3)cc2)cc1,-1,11,2,4,6,15,-0.3,-45,-1,2
COc1cc(OC)c2c(-c3cccc(-c4ccc(C(C)=O)cc4)c3)cc(=O)oc2c1,-13,.,-9,.,.,-7,-0.4,.,-3,.
Cc1ccc(NC(=O)c2cccc(N3C(=O)C4C5C=CC(C5)C4C3=O)c2)cc1C (centres undefined),2,5,-4,2,9,-5,0.6,.,-2,-20
CC(=O)C1=C(c2ccccc2)NC(=O)NC1c1ccc(O)c(O)c1 (centres undefined),-1,9,11,1,1,-3,0.0,1,2,-23
Cc1cc(C)c(C(=O)C2OC(=O)C(C)(C)C(=O)C2(C)C)c(C)c1 (centres undefined),-6,14,-6,5,4,-8,0.2,0,-1,15
COc1cc(OC)cc(C(=O)N2CCN(c3ccc(N4CCOCC4)nn3)CC2)c1,-1,-58,-2,.,1,-2,0.5,3,-1,.
Cc1cccc(N(C)S(=O)(=O)c2nnc(NC(=O)c3ccco3)s2)c1,3,0,-4,3,-4,-13,0.3,6,-2,17
Cc1nc(SCC(=O)c2cc(C)n(C3CC3)c2C)c2ccccc2n1,2,-1,-4,.,7,.,0.0,.,-1,.
COc1cccc(-c2nnc(-c3ccc(C)o3)o2)c1,2,-32,14,0,5,-11,-0.1,2,-1,18
COCC(C)NC(=O)CSc1nnc(-c2cccc(S(=O)(=O)N3CCCCC3)c2)o1 (centres undefined),3,-1,-4,-3,2,-4,0.1,7,-3,8
CC1Cc2nc(SCC(=O)Nc3ccc4c(c3)OCO4)n(Cc3ccccc3)c(=O)c2S1 (centres undefined),-6,-12,-10,2,4,13,0.8,-5,-5,13
CCCSc1nc(C)cc(C)c1S(=O)(=O)c1ccccc1C,0,18,-4,2,6,-23,0.7,-12,-2,21
COc1ccc(NC(=O)/C(=C/c2cccs2)NC(=O)c2ccco2)cc1,6,10,?,-4,-4,-11,1.6,3,-12,5
COC(=O)c1cc(-c2ccc(OC)c(OC)c2)on1,6,12,3,-3,1,-4&-11,-0.7,2,3,8
COc1ccc(N(C(=O)CNC(=O)c2ccco2)C(C(=O)NC2CCCC2)c2ccncc2)cc1 (centres undefined),6,-5,1,2,1,-10,-0.4,-10,-10,-4
CN1CCN(C(=O)c2ccccc2NC(=O)c2cccc(Cl)c2)CC1,11,-11,5,0,4,-7,1.8,-5,0,14

# Screens (PubChem BioAssay)
